# Screening data (PubChem)
# SUMO HTRF inh – inhibitors of in vitro SUMOylation cascade, primary screen, biochemical, HTRF, uHTS; 0.36% of 290,000 active; HTRF SUMOylation assay, SAE1/SAE2 + UBC9; AID 2006, 2009; inhibition, % at 35 µM; SUMO-conjugating enzyme UBC9 (Homo sapiens), P63279; in the data active = inhibition above about 50%, passing the limit was not always enough; note: strong numbers were not always called active
# NS3 helicase inh – inhibitors of HCV NS3 helicase, primary screen, biochemical, Cy5 molecular beacon fluorescence; 0.56% of 290,000 active; inhibition, % at 10.9 µM; NS3 helicase DNA unwinding; AID 1800, 2009;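 active = inhibition above the mean of all tested compounds plus 3 SD, set per campaign, cut at about 35% in these data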;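 note: 0% = DMSO wells and 100% = thioflavine S control wells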
#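 Assay system – hepatitis C virus NS3 helicase domain fragment enzyme · Buffer or medium – MOPS pH 6.5, MgCl2, DTT, Tween20, BSA · Reagent – Cy5/quencher beacon DNA duplex and ATP to start · Compound – single 10.9 µM dose · Timing – 1 h at 25 °C · Technique – Cy5 beacon fluorescence read at start and 1 h · Measure – % inhibition of unwinding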
# pCIP destab – p/CIP-EGFP fusion destabilizers, primary screen, fluorescence, F442A cells; 0.01% of 290,000 active; 16 h; AID 1984, 2009; decrease of EGFP signal, % at 10 µM; Q05BA5;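 active = EGFP signal decrease of at least 30% at 10 µM or well 3 SD below plate mean, unless failing retest; inactive = the rest, including hits failing retest or dose response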; note: some compounds called inactive have numbers as strong as hits; many of its hits are not listed in these tables
# Target sequence (Q05BA5 1-1403): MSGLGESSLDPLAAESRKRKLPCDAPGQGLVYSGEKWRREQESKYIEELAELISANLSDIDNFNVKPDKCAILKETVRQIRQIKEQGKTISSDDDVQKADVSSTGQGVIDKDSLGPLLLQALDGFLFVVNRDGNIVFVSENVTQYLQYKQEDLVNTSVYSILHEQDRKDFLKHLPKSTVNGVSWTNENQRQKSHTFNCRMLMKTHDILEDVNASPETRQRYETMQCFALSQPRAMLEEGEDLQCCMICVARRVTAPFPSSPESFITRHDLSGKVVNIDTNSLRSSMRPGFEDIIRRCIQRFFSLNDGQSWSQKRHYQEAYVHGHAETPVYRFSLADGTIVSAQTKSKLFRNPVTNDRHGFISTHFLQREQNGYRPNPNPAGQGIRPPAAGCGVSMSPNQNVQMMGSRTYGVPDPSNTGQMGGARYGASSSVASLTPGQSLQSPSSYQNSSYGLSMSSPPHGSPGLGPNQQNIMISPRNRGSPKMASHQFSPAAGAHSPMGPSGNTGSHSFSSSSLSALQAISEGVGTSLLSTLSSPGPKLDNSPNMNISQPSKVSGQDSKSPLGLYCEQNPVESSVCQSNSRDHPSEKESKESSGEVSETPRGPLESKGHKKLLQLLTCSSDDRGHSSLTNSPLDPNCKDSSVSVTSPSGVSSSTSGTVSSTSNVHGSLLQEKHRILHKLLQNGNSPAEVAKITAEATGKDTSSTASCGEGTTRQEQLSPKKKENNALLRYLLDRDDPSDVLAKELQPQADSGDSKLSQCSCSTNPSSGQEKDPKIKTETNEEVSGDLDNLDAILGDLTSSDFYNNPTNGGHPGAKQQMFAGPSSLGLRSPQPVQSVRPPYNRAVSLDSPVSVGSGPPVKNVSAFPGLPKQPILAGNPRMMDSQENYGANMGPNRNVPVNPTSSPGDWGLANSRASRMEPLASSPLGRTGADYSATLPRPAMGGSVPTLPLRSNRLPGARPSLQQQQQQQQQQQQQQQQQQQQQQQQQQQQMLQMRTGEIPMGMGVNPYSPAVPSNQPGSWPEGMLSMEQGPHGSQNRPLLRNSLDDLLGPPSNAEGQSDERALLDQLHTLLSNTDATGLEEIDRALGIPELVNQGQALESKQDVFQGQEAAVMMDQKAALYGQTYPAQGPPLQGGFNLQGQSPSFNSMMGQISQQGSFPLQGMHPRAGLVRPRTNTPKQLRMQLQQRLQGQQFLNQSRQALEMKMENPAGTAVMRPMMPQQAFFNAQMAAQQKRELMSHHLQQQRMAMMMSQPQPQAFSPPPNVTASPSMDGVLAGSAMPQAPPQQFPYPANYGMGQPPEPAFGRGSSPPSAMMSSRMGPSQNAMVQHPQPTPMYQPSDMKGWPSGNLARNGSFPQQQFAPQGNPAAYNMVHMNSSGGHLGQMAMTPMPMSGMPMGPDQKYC
# IMP-1 inh – IMP-1 metallo-beta-lactamase inhibitors, primary screen, biochemical, epi-absorbance readout, Pseudomonas aeruginosa enzyme. purified IMP-1, nitrocefin hydrolysis, epi-absorbance fluorescence. metallo-beta-lactamase IMP-1 (Pseudomonas aeruginosa). 0.45% of 290,000 active. inhibition, % at 5.6 µM;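 active = inhibition above the mean plus 3 SD of all compounds in the same screening run, cut at about 4.5% in these data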;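 note: 0% = IMP-1 with DMSO and 100% = DMSO wells lacking enzyme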
#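 Assay system: purified IMP-1; Quantity: IMP-1 0.2 nM before substrate addition; Medium: HEPES buffer pH 7.1 with ZnSO4 and Brij 35; Incubation: 15 min enzyme–compound preincubation, then 25 min nitrocefin reaction, 25 °C; Signal: fluorescence quenching readout, ex 480/em 530 nm; Controls: DMSO with and without IMP-1; Repeats: singlicate testing.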
# GalR3 antagonist – GalR3 antagonists in HEK293 cells, primary screen, cell-based, fluorescence readout | inhibition, % at 3 µM | HEK293 GalR3-CNG cAMP membrane potential fluorescence; galR3 body fused to GalR1 C-terminus | 0.44% of 360,000 active;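 active = inhibition above the screen-wide average plus 3 SD, cut at about 13% in these data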;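 note: forskolin and galanin both at EC90 stimulate the cells; cAMP rise reported by CNG channel membrane potential dye signal; 0% = forskolin plus galanin with DMSO and 100% = forskolin alone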
# VIM-2 inhibitor – VIM-2 metallo-beta-lactamase inhibitors, primary screen, biochemical, epi-absorbance readout, Pseudomonas aeruginosa enzyme | inhibition, % at 5.6 µM | 0.89% of 290,000 active | purified VIM-2, nitrocefin hydrolysis, epi-absorbance fluorescence;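 active = inhibition above the mean of all tested compounds plus 3 SD, cutoff set per screening run, cut at about 7.5% in these data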;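 note: red hydrolysis product quenches plate fluorescence so inhibitors raise well fluorescence; 0% = enzyme with DMSO and 100% = DMSO without enzyme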
# IDE inh – human IDE inhibitors in live cells, primary screen, fluorescence polarization, HEK cells, FAbetaB substrate; FAbetaB cleavage; inhibition, % at 5.59 µM; 0.41% of 320,000 active;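 active = percent inhibition above the average of all tested compounds plus 3 SD, set per screening campaign, cut at about 16% in these data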;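 note: IDE supplied by intact live HEK cells; FP after avidin binding of uncleaved biotin substrate so inhibition keeps polarization high; 0% = DMSO wells and 100% = 60 µM reference IDE inhibitor Ii1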
# CRFBP-R2 block – antagonists of CRF-BP/CRF-R2 complex, primary screen, cell-based, HEK293, calcium dye fluorescence, uHTS; CRF-induced calcium fluorescence; inhibition, % at 11.8 µM; 0.59% of 350,000 active; AID 588475, 2011;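 active = inhibition of the ligand-induced calcium signal above about 50% at the single tested concentration, limit read from the data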
# IDE act – human IDE activators in live cells, primary screen, fluorescence polarization, HEK cells, FAbeta-B substrate; Insulin-degrading enzyme (Homo sapiens), P14735; FAbeta-B cleavage; 0% vehicle, 100% cell-free pure enzyme wells; activation, % at 5.96 µM; 0.073% of 340,000 active; AID 493087, 2011;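 active = activation above the mean of all tested compounds plus 3 SD, set per screening campaign, cut at about 17% in these data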
# Active calls of the source: *; . = no result given. Some of the compounds tested, so the mix of outcomes need not match the whole.
1. Cc1ccc(OP(N)(=O)Oc2ccc(C)cc2)cc1
2. OC(c1ccccc1)(c1ccccc1)C1CCNCC1
3. Cn1c(NN=O)nc2ccccc21
4. Cc1ccc(N2C(=O)/C(=C/c3ccc(CN(CCC#N)S(C)(=O)=O)o3)C(=O)NC2=S)cc1C
5. CCCCCSc1cc(OC)c(CCNC)cc1OC
6. CC1=C2[C@@H]3OC(=O)[C@H](C)C3CC[C@@]2(C)C=CC1=O (some centres not stated)
7. Cc1ccc(-n2c(-c3cccs3)nc3ccccc3c2=O)cc1
8. Cc1cc(C)cc(N2C(=O)NC(=O)/C(=C\c3cc(C)n(C)c3C)C2=O)c1
9. COCCNC(=O)N1[C@H]2CC[C@@H]1C(C(=O)OC)=C(c1cccc(C#N)c1)C2
10. COc1cc2c(cc1OC)CC[N+](C)=C2

screen / no.,1,2,3,4,5,6,7,8,9,10
SUMO HTRF inh,-6,2,-3,-2,23,2,25,5,.,44
NS3 helicase inh,-8,8,6,44*,-19,0,-1,3,.,9
pCIP destab,6,3,0,-8,-6,1,-18,-8,.,-15
IMP-1 inh,-1.1,-4.8,-3.7,-1.0,-0.7,-2.0,-1.4,-1.4,.,-1.4
GalR3 antagonist,-5,1,2,.,-11,-7,0,1,-6,-5
VIM-2 inhibitor,0.1,-2.8,-2.1,-2.6,-2.5,-2.6,-3.3,-1.2,.,-1.7
IDE inh,4,3,4,10,-5,0,2,1,-4,13
CRFBP-R2 block,-9,5,-17,.,-13,-5,2,13,-6,2
IDE act,0,2,7,.,4,4,3,0,7,3

# Three structures from above, ordered by SMILES length, smallest number first.
5. CCCCCSc1cc(OC)c(CCNC)cc1OC
6. CC1=C2[C@@H]3OC(=O)[C@H](C)C3CC[C@@]2(C)C=CC1=O (some centres not stated)
8. Cc1cc(C)cc(N2C(=O)NC(=O)/C(=C\c3cc(C)n(C)c3C)C2=O)c1

screen / no.,5,6,8
SUMO HTRF inh,23,2,5
NS3 helicase inh,-19,0,3
pCIP destab,-6,1,-8
IMP-1 inh,-0.7,-2.0,-1.4
GalR3 antagonist,-11,-7,1
VIM-2 inhibitor,-2.5,-2.6,-1.2
IDE inh,-5,0,1
CRFBP-R2 block,-13,-5,13
IDE act,4,4,0

# Next entries
11. Cc1ccccc1OCCCn1cc(C(=O)C(=O)N2CCOCC2)c2ccccc21
12. CCCCCCn1c(=O)c(C(=O)Nc2ncccc2C)c(O)c2ccccc21
13. CC/C=C/CC(=O)N[C@@H](c1ccccc1)[C@@H](O)C(=O)O[C@H]1C[C@@]2(O)[C@@H](OC(=O)c3ccccc3)C3[C@](C)(C(=O)[C@H](OC(C)=O)C(=C1C)C2(C)C)[C@@H](O)C[C@H]1OC[C@@]31OC(C)=O (some centres not stated)
14. O=C(/C=C/c1ccc(Cl)cc1)NC(=S)N1C[C@H]2C[C@H](C1)c1cccc(=O)n1C2
15. CC/C(=C\C=C\[C@@H]1C=C[C@@H]2CCC[C@H]2[C@@H]1C(=O)c1ccc[nH]1)[C@@H]1O[C@@H]([C@@H](C)C(=O)O)CC[C@@H]1C
16. C=CCN1C(=O)NC(=O)/C(=C/c2cnc(SC)nc2)C1=O
17. CN(C)C(=O)Oc1cccc2c(OC(=O)N(C)C)cccc12
18. O=C(NCc1ccccn1)c1ccccc1Cl
19. O=C(CNS(=O)(=O)c1cccs1)N1CCC2(CC1)OCCO2
20. CC1CCC(N(C)C2CCN(C)CC2)CC1 (configuration not stated)

screen / no.,11,12,13,14,15,16,17,18,19,20
SUMO HTRF inh,-7,46,2,5,20,-6,-3,-15,-3,9
NS3 helicase inh,3,-17,-32,1,14,5,3,3,-3,15
pCIP destab,-7,-20,8,3,0,-7,4,-7,1,-17
IMP-1 inh,-2.5,-2.7,-1.6,-1.1,3.0,-1.4,-3.6,-2.8,-0.3,-1.3
GalR3 antagonist,1,-12,2,-7,.,-5,-2,-6,-1,-3
VIM-2 inhibitor,-1.2,-3.3,-2.3,-2.8,-0.8,-2.1,-1.3,-3.0,-2.6,-1.9
IDE inh,1,-1,0,0,2,1,5,5,-2,2
CRFBP-R2 block,-21,3,-27,15,22,-9,-13,-1,0,-1
IDE act,5,2,1,2,.,2,-1,3,1,1

21. CCN1C(=O)/C(=C\c2ccc([N+](=O)[O-])s2)C(=O)NC1=S
22. COc1ccc(CC[n+]2cc(/N=C(\C)[O-])on2)cc1OC
23. C=CCn1c(O)c(C(CC)=Nc2ccc(N(CC)CC)cc2)c(=O)[nH]c1=O
24. O=C1NC(=O)N(c2ccccc2)C(=O)/C1=C\c1ccc2c3c(cccc13)CC2
25. CCOc1ccc(N2C(=O)NC(=O)/C(=C/c3cnc(SC)nc3)C2=O)cc1
26. C=CCn1c(O)c(C=NC2CCN(Cc3ccccc3)CC2)c(=O)[nH]c1=O
27. Cc1cc(C)nc(-n2c(C)nc3cc(Cl)ccc3c2=O)c1
28. CCCNC(=O)N1[C@H]2CC[C@@H]1C(C(=O)OC)=C(c1ccc(C(C)=O)cc1)C2
29. N#CC1=C(N)Oc2c(c(=O)oc3ccccc23)C1c1cccnc1 (configuration not stated)
30. O=c1c2ccccc2ncn1-c1ccc([N+](=O)[O-])c(C(F)(F)F)c1

screen / no.,21,22,23,24,25,26,27,28,29,30
SUMO HTRF inh,20,8,17,12,10,-3,4,.,-1,7
NS3 helicase inh,31,-4,3,5,32,0,-6,.,10,8
pCIP destab,-3,-1,0,7,8,-10,-7,.,0,-5
IMP-1 inh,0.0,-6.2,0.0,-2.7,-0.9,-3.6,-0.9,.,-4.2,-1.9
GalR3 antagonist,.,-2,-5,.,4,-5,0,-3,-2,-2
VIM-2 inhibitor,-2.3,-3.2,-1.4,-2.0,-1.4,3.9,-0.9,.,-2.3,-1.7
IDE inh,.,7,1,0,0,8,1,8,6,8
CRFBP-R2 block,.,22,-11,.,-6,-14,-16,11,-18,-4
IDE act,.,-6,2,.,0,-2,-2,7,-1,0

31. O=c1[nH]c(=O)n(CCc2ccccc2)c(O)c1C=NCCN1CCNCC1
32. CC(C)[C@@]1(NC(=O)[C@@H]2C=C3c4cccc5[nH]cc(c45)C[C@H]3N(C)C2)O[C@@]2(O)[C@@H]3CCCN3C(=O)[C@H](Cc3ccccc3)N2C1=O
33. COc1ccc(C(=O)C2(C)N(O)C(C)C(c3cccs3)=[N+]2[O-])cc1 (configuration not stated)
34. Cc1ccc(NP(=O)(Oc2ccccc2F)Oc2ccccc2F)cc1C
35. COc1ccccc1CC(=O)N1CCN(CCc2ccccc2)CC1
36. CCN(CC)P(c1n(C)cc[n+]1C)N(CC)CC
37. C=CCn1c(O)c(C(C)=NCc2ccco2)c(=O)[nH]c1=O
38. CCCCn1c(NS(=O)(=O)c2ccccc2)c(C(=O)OCC)c2nc3ccccc3nc21
39. COC(=O)C1=C(c2ccc(-c3ccccc3)c(F)c2)C[C@@H]2CC[C@H]1N2C(=O)NCCNC(C)=O
40. CC(=O)c1cn(Cc2ccc(F)cc2)c2ccccc12

screen / no.,31,32,33,34,35,36,37,38,39,40
SUMO HTRF inh,-30,31,-4,-26,0,11,-5,100*,.,8
NS3 helicase inh,-4,4,0,-33,6,-7,10,37*,.,4
pCIP destab,6,-14,-26,-10,-3,12,11,-18,.,-15
IMP-1 inh,-2.7,0.1,-1.1,-1.3,-4.1,-0.7,-2.1,-1.8,.,-1.4
GalR3 antagonist,-4,.,-5,1,-12,-8,-4,-13,-2,-3
VIM-2 inhibitor,-3.7,1.9,-0.6,1.1,-1.6,-1.2,0.8,-2.5,.,-1.7
IDE inh,2,.,-3,-2,6,-1,4,11,1,0
CRFBP-R2 block,6,.,4,-88,2,0,-46,-11,-1,16
IDE act,0,.,5,5,3,1,1,-7,-2,4

41. C=CCn1c(O)c(C(C)=NCCC2=CCCCC2)c(=O)[nH]c1=O
42. O=C1/C(=C/c2cccnc2)N2CCC1CC2
43. CCCc1nc2ccccc2c(=O)n1-c1ccc(OC)cc1
44. COc1ccc(CN2CCCC(C(=O)c3sccc3C)C2)cc1O (configuration not stated)
45. COC1=CC=C2[C@H]3Cc4ccc(OC)c5c4[C@@]2(CCN3C)[C@H]1O5
46. ClCCOCCCl
47. O=C1NC(=O)C(=Cc2ccc(Sc3ccccc3)o2)C(=O)N1
48. COc1ccc(CCNCc2ccccc2)cc1
49. COC(=O)CCCCC1SCC(NC(=O)c2ccccc2)C1Cl (configuration not stated)
50. Cc1cc(C)c(N=Cc2c(O)[nH]c(=O)[nH]c2=O)c(C)c1

screen / no.,41,42,43,44,45,46,47,48,49,50
SUMO HTRF inh,4,4,24,8,15,.,18,10,-13,19
NS3 helicase inh,3,6,-2,-4,-9,.,9,1,-6,-6
pCIP destab,4,-7,6,5,-7,.,0,-4,-11,1
IMP-1 inh,2.7,-2.2,1.2,-2.5,-0.2,.,-0.1,1.0,-0.7,-3.0
GalR3 antagonist,-5,-6,-4,4,-2,1,2,-9,-7,-3
VIM-2 inhibitor,0.4,-2.5,0.2,-0.6,-0.1,.,1.2,-0.4,0.3,-2.8
IDE inh,1,0,-2,3,0,5,8,-1,-4,5
CRFBP-R2 block,-17,8,20,3,-6,-3,-19,9,-10,-15
IDE act,2,-3,5,6,-2,-1,-5,8,4,5

51. CC(C)(C)C(=O)OC[N+](C)(C)CCOC(=O)C(O)(c1ccccc1)C1CCCC1 (configuration not stated)
52. CN1CCc2nc3sc(C#N)c(N)c3c(-c3cccs3)c2C1
53. CN1C(=O)/C(=C/C=C/c2ccco2)C(=O)NC1=S
54. Cc1ccc(-n2c(O)c(/C=N/NC(=O)c3ccncc3)c(=O)[nH]c2=O)cc1
55. CC(c1ccccc1)[n+]1ccccc1 (configuration not stated)
56. Nc1c2c(nc3sc4c(c13)CCCCC4)CCCC2

screen / no.,51,52,53,54,55,56
SUMO HTRF inh,-8,75,32,13,.,4
NS3 helicase inh,-7,-8,33,3,.,-24
pCIP destab,-7,-24,-9,-24,.,1
IMP-1 inh,-0.3,0.7,-1.6,-2.1,.,-2.4
GalR3 antagonist,-4,-7,0,-6,-8,-6
VIM-2 inhibitor,-4.3,0.0,-2.3,0.1,.,2.3
IDE inh,2,4,1,6,-1,8
CRFBP-R2 block,9,3,3,41,0,4
IDE act,1,-1,-6,0,-1,-8
